Source: PubChem BioAssay
KCNQ2 block: KCNQ2 potassium channel inhibitors, primary screen, cell-based, CHO-K1, FluxOR thallium flux, B-score (AID 2156); Potassium voltage-gated channel subfamily KQT member 2 (Rattus norvegicus), O88943; B-score at 10 µM; actives 1.1% (n = 310,000); 20 min; active compounds read low;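 active = fluorescence ratio B-score at most minus 3 library SDs, with starting brightness B-score within 2 library SDs, cut at about -5.5 in these data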
Kir21 block: inhibitors of mouse Kir2.1 inward-rectifier potassium channel | Inward rectifier potassium channel 2 (Mus musculus), P35561 | HEK293-Kir2.1, FluxOR thallium flux fluorescence; active compounds read low | B-score at 10 µM | actives 0.85% (n = 310,000);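 active = fluorescence ratio B-score at or below minus 3 SD of library scores, with starting-brightness B-score within 2 SD, cut at about -4.2 in these data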;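 note: channel flux triggered by added potassium and thallium sulfate stimulus; B-score of peak minus minimum fluorescence over baseline after thallium stimulus; more negative B-score means stronger Kir2.1 block with less thallium influx; some compounds called inactive have numbers as strong as hits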
Target sequence (P35561 whole entry, looked up): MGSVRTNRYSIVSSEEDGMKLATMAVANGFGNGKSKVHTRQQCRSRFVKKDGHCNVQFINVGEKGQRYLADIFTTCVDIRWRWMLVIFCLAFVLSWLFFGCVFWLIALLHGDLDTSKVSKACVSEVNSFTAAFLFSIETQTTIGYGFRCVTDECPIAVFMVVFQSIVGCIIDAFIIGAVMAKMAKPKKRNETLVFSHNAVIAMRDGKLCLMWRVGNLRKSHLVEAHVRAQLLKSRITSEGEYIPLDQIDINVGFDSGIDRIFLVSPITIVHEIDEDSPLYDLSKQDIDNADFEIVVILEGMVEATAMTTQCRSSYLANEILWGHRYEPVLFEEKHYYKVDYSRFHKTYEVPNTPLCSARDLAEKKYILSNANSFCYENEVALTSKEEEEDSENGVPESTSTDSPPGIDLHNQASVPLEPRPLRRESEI
* marks the source's active call; other numbers are inactive results.

For COc1ccc(-c2nn(-c3ccccc3)cc2/C=C(\C#N)C(N)=O)cc1[N+](=O)[O-] the results were KCNQ2 block inactive and Kir21 block -1.6.
`O=C(Nc1ccc(Cl)cc1)Nc1ccc(-c2cnco2)cc1` gave KCNQ2 block inactive and Kir21 block 0.82.
Cc1n[nH]c(C)c1CN(C)C(=O)c1cc(COc2ccc(F)c(F)c2)on1 was read as KCNQ2 block inactive and Kir21 block 0.04.
For CC(C)=CCCC(C)CN1CCC(N2CCC(C(=O)N3CCOCC3)CC2)CC1 (stereo not drawn) the results were KCNQ2 block inactive and Kir21 block -0.99.
For CC(Oc1ccc2ccccc2c1)C(=O)NNC(=O)Nc1ccccc1F (stereo not drawn) the results were KCNQ2 block inactive and Kir21 block 0.62.
CCn1nccc1C(=O)NC1=C(C#N)CCC1 was read as KCNQ2 block inactive and Kir21 block -0.02.
Screening O=C(c1ccccc1Br)N1N=C(c2ccccc2)CC1c1ccccc1F (stereo not drawn) returned KCNQ2 block inactive and Kir21 block 1.7.
For Cc1noc(C)c1CSc1ncnc2sc3c(c12)CCC(C)C3 (stereo not drawn) the results were KCNQ2 block inactive and Kir21 block 0.56.
CCCNC(=O)CSCc1nc(-c2ccc(SC)cc2)oc1C was read as KCNQ2 block inactive and Kir21 block -0.04.
For CN(c1ccc(C(=O)N2CCOCC2)cc1)S(C)(=O)=O the results were KCNQ2 block inactive and Kir21 block -0.52.
`Cc1cccn2c(Nc3ccccc3)c(-c3ccccn3)nc12` gave KCNQ2 block inactive and Kir21 block 0.
`Cc1ccn2c(=O)c(C(=O)O)cnc2c1` gave KCNQ2 block inactive and Kir21 block -0.29.
`O=C(COC(=O)c1cc[n+]([O-])cc1)Nc1ccc(F)c([N+](=O)[O-])c1` gave KCNQ2 block inactive and Kir21 block 0.4.
Screening CS(=O)(=O)Nc1ccc(-c2cn3c(n2)SCC3)cc1 returned KCNQ2 block inactive and Kir21 block 0.94.
Screening COCCn1c(Cc2ccccc2)nnc1SCC(=O)Nc1cc(C)on1 returned KCNQ2 block inactive and Kir21 block 0.02.
`OC(CNCc1ccccc1C(F)(F)F)C(F)(F)F` (stereo not drawn) gave KCNQ2 block inactive and Kir21 block 0.04.
For Cc1ccc(Cl)cc1N1CCN(S(=O)(=O)c2c(C)[nH]c(C)c2C(=O)N2CCCC2)CC1 the results were KCNQ2 block inactive and Kir21 block -1.9.
For CC(C)c1ccc(CN(C(=O)C2COc3ccccc3O2)C2CCS(=O)(=O)C2)cc1 (stereo not drawn) the results were KCNQ2 block inactive and Kir21 block 0.1.
For CCN(Cc1ccccc1)C(=O)C1CCN(Cc2ccc(OC)c(OC)c2OC)CC1 the results were KCNQ2 block inactive and Kir21 block 0.18.
`CC(C)C1Nc2c(O)cc(Cl)c([N+](=O)[O-])c2C2C=CCC21` (stereo not drawn) gave KCNQ2 block inactive and Kir21 block -0.35.
For CC(C)CC1CCCCC1OC(=O)C[N+]1(C)CCCCC1 (stereo not drawn) the results were KCNQ2 block inactive and Kir21 block -0.12.
Screening N#CC1(NC(=O)CSc2nnc(-c3ccccc3F)o2)CCCCC1 returned KCNQ2 block inactive and Kir21 block -1.4.
COc1ccccc1OCCNC(=O)c1cc(SC)ccc1Cl was read as KCNQ2 block inactive and Kir21 block 0.04.
C=CCn1c(SCC(=O)Nc2ccc(F)cc2)nc2ccccc2c1=O was read as KCNQ2 block inactive and Kir21 block -0.01.
O=C(NCCc1ccccn1)c1nc(Cn2cc([N+](=O)[O-])cn2)no1 was read as KCNQ2 block inactive and Kir21 block 0.38.
Screening C/C(CCN1CCc2nc(-c3ccccc3)c(-c3ccccc3)cc2C1)=N\O[C@@H](C)c1cn([C@H](CO)Cc2ccccc2)nn1 returned KCNQ2 block inactive and Kir21 block -3.5.
CC1(C)C(=O)NCCN1C(=O)CC1C(=O)NCCN1CC(c1ccccc1)c1ccccc1 (stereo not drawn) was read as KCNQ2 block inactive and Kir21 block 0.2.
`COc1ccc(NC(=O)CC2C(=O)N(C)C(=S)N2CCc2ccc(F)cc2)cc1` (stereo not drawn) gave KCNQ2 block inactive and Kir21 block 1.2.
`COc1ccc(NC(=O)c2ccc(=O)oc2)cc1` gave KCNQ2 block inactive and Kir21 block -0.69.
For Cc1ccc(C(=O)COC(=O)CCN2C(=O)C3C4CC(C(Br)C4Br)C3C2=O)cc1 (stereo not drawn) the results were KCNQ2 block inactive and Kir21 block 0.06.

2 entries drawn at random from the list so far:
`CC(C)C1Nc2c(O)cc(Cl)c([N+](=O)[O-])c2C2C=CCC21` (stereo not drawn) gave KCNQ2 block inactive and Kir21 block -0.35.
O=C(NCCc1ccccn1)c1nc(Cn2cc([N+](=O)[O-])cn2)no1 was read as KCNQ2 block inactive and Kir21 block 0.38.

More compounds:
Screening N#Cc1ccccc1NC(=S)NC(=O)c1cccs1 returned KCNQ2 block inactive and Kir21 block -0.27.
For COc1ccccc1CNC(=O)CS(=O)(=O)c1ccccc1 the results were KCNQ2 block inactive and Kir21 block 0.3.
Cc1ccc(NC(=O)CSCC(=O)NCCc2ccccc2)cc1 was read as KCNQ2 block inactive and Kir21 block -0.39.
Screening Cc1cc(C(C)(C)C)cc(C)c1COC(=O)c1cccnc1 returned KCNQ2 block inactive and Kir21 block 0.03.
`COc1ccc(N2CCN(Cc3cc(=O)oc4cc(-c5ccccc5)c(O)cc34)CC2)cc1` gave KCNQ2 block inactive and Kir21 block -0.04.
`O=c1cc(-c2c(F)c(F)c(F)c(F)c2F)oc2ccccc12` gave KCNQ2 block inactive and Kir21 block -0.18.
O=C(O)c1cc(-n2nnnc2SCc2ccccc2F)ccc1Cl was read as KCNQ2 block inactive and Kir21 block 1.6.
`OCC[C@@H]1C[C@H](O)[C@@H](O)[C@@]2(Cc3ccccc3CCO2)O1` gave KCNQ2 block inactive and Kir21 block 0.72.
Screening N#Cc1ccc(Oc2ccc(NC(=O)C3CC=CCC3C(=O)O)cc2)cc1 (stereo not drawn) returned KCNQ2 block inactive and Kir21 block 0.83.
`CCOC(=O)COc1nc(Nc2ccccc2C)nc(N(C)C)n1` gave KCNQ2 block inactive and Kir21 block 0.05.
`NC(=O)NC(Cc1ccccc1)C(=O)O` (stereo not drawn) gave KCNQ2 block inactive and Kir21 block -0.69.
For COCCNC(=O)Cn1nc(-c2ccc(Cl)cc2)c2ccccc2c1=O the results were KCNQ2 block inactive and Kir21 block -0.71.
CCn1c(-c2cc3ccccc3cc2O)n[nH]c1=S was read as KCNQ2 block inactive and Kir21 block 0.78.
Screening COc1ccc(C#Cc2c(-c3ccc(OC)cc3)oc3ccc(-c4ccc5c(c4)OCO5)cc23)cc1 returned KCNQ2 block inactive and Kir21 block 0.43.
For CN1CCN(c2nc3c(c(=O)n(C)c(=O)n3C)n2Cc2ccc(F)cc2)CC1 the results were KCNQ2 block inactive and Kir21 block 0.51.

Compounds from the list above with two or more sulfur atoms, in the order listed:
For Cc1noc(C)c1CSc1ncnc2sc3c(c12)CCC(C)C3 (stereo not drawn) the results were KCNQ2 block inactive and Kir21 block 0.56.
CCCNC(=O)CSCc1nc(-c2ccc(SC)cc2)oc1C was read as KCNQ2 block inactive and Kir21 block -0.04.
Screening CS(=O)(=O)Nc1ccc(-c2cn3c(n2)SCC3)cc1 returned KCNQ2 block inactive and Kir21 block 0.94.
Screening N#Cc1ccccc1NC(=S)NC(=O)c1cccs1 returned KCNQ2 block inactive and Kir21 block -0.27.

Continued.
`Clc1ccccc1-c1nnc(-c2cccnc2)o1` gave KCNQ2 block inactive and Kir21 block 2.1.
Screening Cc1ccc(N=Cc2c(O)[nH]c3ccccc23)c([N+](=O)[O-])c1 returned KCNQ2 block inactive and Kir21 block 1.
CCOc1cc(C2NC(=O)NC(c3ccccc3)=C2C(=O)c2ccccc2)c(Br)cc1OCC(=O)O (stereo not drawn) was read as KCNQ2 block inactive and Kir21 block -0.1.
`COc1ccc(/C(O)=C2/C(=O)C(=O)N(CCCN(C)C)C2c2ccccc2)cc1OC` (stereo not drawn) gave KCNQ2 block inactive and Kir21 block 0.17.
Screening Cc1cccc(NC(=O)CSc2nnc(CNC(=O)c3ccco3)o2)c1 returned KCNQ2 block inactive and Kir21 block 1.7.
`C/C(=C\c1ccccc1)C(=O)N1CCN(c2cccc(C(F)(F)F)c2)CC1` gave KCNQ2 block -6.2* and Kir21 block 0.22.
For CC(C)(C)C(=O)Nc1cccc(S(=O)(=O)NC2=NCCC2)c1 the results were KCNQ2 block inactive and Kir21 block 0.43.
COCCNC(=O)CCc1nc(-c2ccccc2)no1 was read as KCNQ2 block inactive and Kir21 block 1.9.
`CCOC(=O)c1nn(-c2ccccc2)cc1O` gave KCNQ2 block inactive and Kir21 block -0.67.
Screening NC(=O)CC(NC(=O)c1ccccc1)c1ccc(N2CCc3ccccc3C2)c([N+](=O)[O-])c1 (stereo not drawn) returned KCNQ2 block inactive and Kir21 block -0.92.
Screening NC1(C(=O)O)CC1 returned KCNQ2 block inactive and Kir21 block -0.14.
`O=C(COC(=O)Cc1ccc(S(=O)(=O)N2CCOCC2)s1)NCc1ccccc1` gave KCNQ2 block inactive and Kir21 block 0.05.
For O=C(CSc1ccc2nnc(-c3ccccc3)n2n1)N1CCCCC1 the results were KCNQ2 block inactive and Kir21 block -0.07.
For CCn1c(=O)cc(SCC(=O)N2CCN(c3ccccc3OC)CC2)c2ccccc21 the results were KCNQ2 block inactive and Kir21 block -0.1.
O=C(N/N=C/c1cc([N+](=O)[O-])ccc1N1CCNCC1)c1ccc([N+](=O)[O-])cc1 was read as KCNQ2 block inactive and Kir21 block 0.02.
`O=c1c[n+]([O-])c2ccccc2n1OCc1c(F)cccc1F` gave KCNQ2 block inactive and Kir21 block -0.5.
CCN1C(=O)[C@H]2[C@@H](c3ccc(-c4ccc(F)cc4)c(OC)c3)N[C@@](C)(C(=O)OC)[C@H]2C1=O was read as KCNQ2 block inactive and Kir21 block -0.24.
Screening COc1ccc(C(=O)OCC(=O)c2ccc(C)c(S(=O)(=O)N3CCOCC3)c2)cc1OC returned KCNQ2 block inactive and Kir21 block 0.3.
`CN(CC(=O)Nc1cc(S(=O)(=O)N2CCCC2)ccc1Cl)Cc1cccs1` gave KCNQ2 block inactive and Kir21 block -0.7.
O=C(COc1cccc(Cl)c1)N/N=C\c1cc2ccccc2nc1Cl was read as KCNQ2 block inactive and Kir21 block 0.39.
`CN(Cc1ccc2nonc2c1)Cc1nc(Cc2cccc(F)c2)no1` gave KCNQ2 block inactive and Kir21 block 0.09.
O=c1cc(NCCc2ccccc2)c2ccccc2o1 was read as KCNQ2 block inactive and Kir21 block -0.45.
CC(CNC(=O)CCc1nnc2ccc(N3CCC4(CC3)OCCO4)nn12)c1ccccc1 (stereo not drawn) was read as KCNQ2 block inactive and Kir21 block 0.15.
O=C1OC(N2C(=O)CC[C@H]2C(=O)Nc2ccc3c(c2)OCO3)c2ccccc21 (stereo partly drawn) was read as KCNQ2 block inactive and Kir21 block 0.67.
`Cc1ccccc1CC(=O)Nc1ccc(S(=O)(=O)N2CCN(C)CC2)cc1` gave KCNQ2 block inactive and Kir21 block -0.17.
O=C(NCc1ccc2c(c1)OCO2)c1nc(Cn2cc([N+](=O)[O-])cn2)no1 was read as KCNQ2 block inactive and Kir21 block -1.8.
Screening CCOC(=O)C(=Nc1ccc(Cl)cc1)NO returned KCNQ2 block inactive and Kir21 block -0.65.
CN1CCN(C(=S)c2ccc(-c3cc(Cl)ccc3Cl)o2)CC1 was read as KCNQ2 block inactive and Kir21 block -0.48.
`O=C(NC(C(=O)N/N=C/c1ccccn1)c1n[nH]c(=O)c2ccccc12)c1ccccc1` (stereo not drawn) gave KCNQ2 block inactive and Kir21 block 1.4.
`O=[N+]([O-])c1ccc(Sc2nnnn2-c2ccccc2)c(Cl)c1` gave KCNQ2 block inactive and Kir21 block -4.1.
`Cc1cc(-c2ccc(S(=O)(=O)N3CCCCC3)s2)on1` gave KCNQ2 block inactive and Kir21 block 0.
COc1ccc(CC(=O)NCc2nn(-c3ccccc3)nc2C)cc1OC was read as KCNQ2 block inactive and Kir21 block 1.5.
Screening CCSC1=NCCN1S(=O)(=O)c1ccc2ccccc2c1 returned KCNQ2 block inactive and Kir21 block -2.
O=C(O)C1CN(C(=O)c2cccc(Br)c2)C1 was read as KCNQ2 block inactive and Kir21 block 1.5.
For Clc1ccc(N2CCN(c3nc4nonc4nc3N3CCSCC3)CC2)nc1 the results were KCNQ2 block inactive and Kir21 block 0.61.
`COc1cc(-c2n[nH]c(=S)n2/N=C/c2cccn2C)cc(OC)c1OC` gave KCNQ2 block inactive and Kir21 block 0.12.
Screening c1ccc(-c2nn3nnnc3c3ccccc23)cc1 returned KCNQ2 block inactive and Kir21 block 0.53.
`CCCc1nnc(NC(=O)CCC(=O)NC2CCCCCC2)s1` gave KCNQ2 block inactive and Kir21 block 1.7.
O=C(NCCc1ccc(Cl)cc1)C1CCN(S(=O)(=O)c2ccc(-n3cnnn3)cc2)CC1 was read as KCNQ2 block inactive and Kir21 block -0.26.
For Cc1nc(N/N=C/c2ccccc2)nc(N(C)c2ccccc2)c1[N+](=O)[O-] the results were KCNQ2 block inactive and Kir21 block 1.7.

Arranged by count of non-hydrogen atoms (lowest first): some entries from above
Screening CCSC1=NCCN1S(=O)(=O)c1ccc2ccccc2c1 returned KCNQ2 block inactive and Kir21 block -2.
COc1ccc(CC(=O)NCc2nn(-c3ccccc3)nc2C)cc1OC was read as KCNQ2 block inactive and Kir21 block 1.5.
O=C(NCCc1ccc(Cl)cc1)C1CCN(S(=O)(=O)c2ccc(-n3cnnn3)cc2)CC1 was read as KCNQ2 block inactive and Kir21 block -0.26.
